Wnt bcat act = Wnt/beta-catenin pathway activation; 300,000 tested, 1.2% active; activation, % at 9.35 µM; Wnt/beta-catenin reporter cell assay, activator, plate reader; in the data active = activation above about 30%, passing the limit was not always enough; inconclusive = no clear call, values can overlap the other calls;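 note: 0% = neutral control wells and 100% = positive control wells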
dFosB activator = activators of mouse delta FosB homodimer; purified delta FosB, TAMRA-CDK5 oligo fluorescence polarization; percent of positive-control signal above neutral wells; activation, % at 25 µM; 340,000 tested, 0.99% active; AID 493131;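 active = mean activation above about 17%, with every replicate also reaching it, limit read from the data, passing the limit was not always enough; inconclusive = only one of the two conditions met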;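 note: fluorescence polarization rise as delta FosB binds a TAMRA Cdk5 AP-1 oligo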
Rtt109 HAT inh = C. albicans Rtt109 histone acetyltransferase inhibition; inhibition, % at 34.9 µM; purified Rtt109/Vps75, ThioGlo CoA-SH fluorescence, 4 h; Q5AAJ8; 330,000 tested, 0.16% active;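 active = inhibition of at least 50% in every replicate; inconclusive = best replicate reaches 50% inhibition but some replicates fall short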
Target sequence (Q5AAJ8 whole entry, looked up): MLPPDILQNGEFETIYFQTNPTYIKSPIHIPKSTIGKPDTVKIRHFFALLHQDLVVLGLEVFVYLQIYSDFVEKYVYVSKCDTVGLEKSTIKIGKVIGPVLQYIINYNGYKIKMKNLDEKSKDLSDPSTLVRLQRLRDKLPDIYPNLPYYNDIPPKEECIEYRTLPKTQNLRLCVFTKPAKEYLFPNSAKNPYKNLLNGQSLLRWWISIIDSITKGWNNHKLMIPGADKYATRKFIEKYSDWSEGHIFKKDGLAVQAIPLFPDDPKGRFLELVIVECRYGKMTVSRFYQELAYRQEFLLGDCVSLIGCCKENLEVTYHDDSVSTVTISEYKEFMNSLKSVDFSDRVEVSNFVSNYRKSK
Tat export inh = blocks Tat-dependent protein export in E. coli; E. coli MC4100 TorA-mCherry Tat export, fluorescence; inhibition, % at 10 µM; 340,000 tested, 0.036% active;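 active = mean replicate inhibition at least 50% and at least half of replicates individually reaching 50%; inconclusive = only one of the two criteria met; inactive = neither criterion met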;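 note: exported cargo escapes ClpAP degradation while cytoplasmic cargo is degraded and loses fluorescence; 0% = median of neutral control wells and 100% = median of NaSCN control wells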
CAL PDZ FP-1 = blocks peptide binding to the human CAL PDZ domain | purified CAL PDZ, TMR-peptide fluorescence polarization, 1 h | inhibition, % at 24.9 µM | 300,000 tested, 0.92% active | AID 602252;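 active = mean inhibition of at least 30% with at least half of replicates also reaching 30%; inconclusive = no clear call, values can overlap the other calls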;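 note: 0% = DMSO neutral control and 100% = excess unlabeled competitor peptide PRC23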
cardiac RTF act = increases calcium sensitivity of human cardiac regulated thin filaments. P19429+P45379. IANBD-labeled TnC RTF fluorescence at EC20 calcium; 0% EC20 calcium, 100% full calcium. activation, % at 7.2 µM. 340,000 tested, 0.24% active. AID 493008;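 active = activation above the mean over all tested compounds plus 3 SD, cut at about 30% in these data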;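 note: rise in fluorescence read as greater calcium sensitivity of cardiac thin filaments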
V-ATPase pH = regulators of yeast V-ATPase proton transport; S. cerevisiae, pHLuorin cytosolic pH fluorescence; response, % at 10 µM; 350,000 tested, 0.37% active; AID 504577; in the data active = response mostly above about 7.3%, no sharp cut-off; inactive = mostly below about 5.4%; note: actives read high; inactives centre near 0; some compounds called inactive have numbers as strong as hits
MITF act = activators of MITF-driven TRPM1 promoter activity in SK-MEL-5 cells | SK-MEL-5 TRPM1-promoter luciferase, 24 h; % of positive control, neutral wells = 0 | activation, % at 12.5 µM | 300,000 tested, 0.75% active | AID 588334;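 active = mean activation of at least 80% with every replicate also reaching 80%; inconclusive = mean reaches 80% but some replicate falls short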;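 note: 0% = neutral control wells and 100% = parthenolide positive control wells; values of inactives mirror those of a sister screen read the other way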
CDK5 inh = CDK5/p35 (human) kinase inhibition | Q00535+Q15078 | Recombinant CDK5/p35, ADP-Glo luminescence, 60 min | inhibition, % at 10 µM | 330,000 tested, 0.01% active;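 active = highest replicate inhibition of at least 50% and at least 75% of replicates reaching 50%; inconclusive = only one of the two criteria met; inactive = both criteria failed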;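 note: plate controls were DMSO neutral control for no effect and GW8510 at 10 µM for full effect; many of its hits are not listed in these tables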
Target sequence (Q00535 whole entry, looked up): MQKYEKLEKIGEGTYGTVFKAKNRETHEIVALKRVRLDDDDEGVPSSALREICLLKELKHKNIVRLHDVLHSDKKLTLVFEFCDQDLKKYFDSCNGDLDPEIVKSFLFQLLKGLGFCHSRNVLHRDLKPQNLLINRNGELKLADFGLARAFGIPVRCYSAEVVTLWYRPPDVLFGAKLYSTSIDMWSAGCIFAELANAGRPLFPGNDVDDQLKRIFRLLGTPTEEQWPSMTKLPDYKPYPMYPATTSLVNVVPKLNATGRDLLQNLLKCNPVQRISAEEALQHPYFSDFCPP
Target sequence (Q15078 whole entry, looked up): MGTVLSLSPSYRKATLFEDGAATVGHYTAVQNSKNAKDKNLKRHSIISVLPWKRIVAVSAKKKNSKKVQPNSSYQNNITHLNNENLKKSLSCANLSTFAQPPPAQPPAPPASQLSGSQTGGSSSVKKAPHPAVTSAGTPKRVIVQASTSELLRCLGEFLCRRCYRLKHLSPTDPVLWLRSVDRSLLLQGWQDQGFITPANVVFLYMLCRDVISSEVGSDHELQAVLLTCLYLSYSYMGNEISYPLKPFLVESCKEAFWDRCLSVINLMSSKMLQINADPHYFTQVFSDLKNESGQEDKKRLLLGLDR
CAL PDZ FP-2 = human CAL PDZ-peptide interaction inhibition; inhibition, % at 20 µM; Q9HD26; purified CAL PDZ, TMR-peptide fluorescence polarization, 1 h; AID 504414; 330,000 tested, 0.02% active;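 active = highest replicate inhibition of at least 40%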;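 note: plate controls were DMSO neutral control wells for no effect and unlabeled competitor peptide control wells for full effect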
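Read-out basis: mP drop reported as inhibition | Assay system: Tagged CAL PDZ protein CerCALP, purified | Benchmarks: Unlabelled peptide for full inhibition, DMSO wells as neutral | Schedule: 1 h incubation at room temperature before polarization reading | Buffer or medium: Sodium phosphate/NaCl buffer pH 7.4 with TCEP, IgG, Thesit | Doses: Single point, 20 µM | Measured by: Fluorescence polarization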
An asterisk follows results filed as active; u = inconclusive; x = not tested or not shown.

SMILES	Wnt bcat act	dFosB activator	Rtt109 HAT inh	Tat export inh	CAL PDZ FP-1	cardiac RTF act	V-ATPase pH	MITF act	CDK5 inh	CAL PDZ FP-2
Cn1nc(C(F)(F)F)c(/C=N/OCc2c(Cl)cccc2Cl)c1Cl	x	5	-1	14	22	0	0	x	1.3	-0.1
Cc1ccc2nc(CCc3ccc(N)cc3)[nH]c2c1	-1	-4	0	-2	x	1	4	34	0.2	-0.4
C#CCOCCOCCOCCNc1nc(N2CCN(C(=O)[C@H]([C@@H](C)CC)n3cc([C@@H](N)CO)nn3)CC2)nc(N2CCN(C(=O)[C@H](Cc3ccc(O)cc3)n3cc([C@@H](N)CC(C)C)nn3)CC2)n1	1	-4	14	0	0	-2	-2	-6	-0.9	-1.0
O=C(CNc1cccc(S(=O)(=O)N2CCOCC2)c1)Nc1ccccc1F	1	-3	11	-3	-4	-5	2	5	-0.7	-2.2
CCc1nnc(NC(=O)CSc2nc3c(c(=O)n2CC)SC(C)C3)s1 (stereo unspecified)	-1	2	-4	-8	-3	-8	2	6	0.0	0.2
O=S(=O)(Nc1ccccc1)C1CCCCC1	-1	-3	-3	-3	-5	-1	0	4	1.0	-0.6
O=C(NC1CCCC1)c1ccc(CS(=O)(=O)Cc2ccccc2Cl)o1	-2	-3	-1	-1	0	-7	4	-1	-1.2	-0.7
COc1ccccc1C(=O)Nc1ccccc1SC	-8	-5	23	7	x	-3	5	9	2.0	-1.8
CCOc1ccc(CN(C)C(=O)c2cc(S(=O)(=O)N3CCCC3)ccc2C)cc1	0	-2	3	3	-5	-1	1	0	-0.3	-0.2
Cc1ccc(-c2cc(C(=O)NCc3cnn(C)c3C)c3cc(Br)ccc3n2)cc1	19	-9	2	3	-4	-3	3	15	-1.0	-1.7
COc1cc2[nH]c(=O)n(CCCCCC(=O)N3CCN(c4ccccc4)CC3)c(=O)c2cc1OC	x	-5	-11	4	x	-1	0	5	-2.5	-1.1
COc1ccc(-c2nc3nc(C)c(Cc4ccccc4)c(=O)n3[nH]2)cc1	x	-3	4	-3	x	2	4	8	-6.1	-0.1
CCN(CC(=O)NC(C)C)Cc1nc2c(Br)cc(Br)cc2c(=O)[nH]1	-7	-18	12	3	-5	0	-1	-9	-0.4	-1.1
Clc1ccc(Cn2cc(Br)cn2)cc1Cl	2	-3	-3	2	-2	0	-1	-7	2.4	-2.8
CC(C)CC(NC(=O)C(NC(=O)OC(C)(C)C)C(C)C)C(N)=O (stereo unspecified)	-3	-3	7	4	-5	-3	2	-15	-0.3	-1.9
CC(C)c1ccc(NC(=O)NC(C)c2ccc3c(c2)OCO3)cc1 (stereo unspecified)	-7	-5	58*	2	-1	-3	-4	2	2.0	-3.2
Cc1ccc(NC(=O)c2nnn(-c3ccc4c(c3)OCCO4)c2N)cc1	15	-7	10	0	x	-2	-1	99*	0.6	-1.4
COc1cc(NC(=O)C(C)Oc2ccccc2)ccc1NC(=O)COc1ccccc1 (stereo unspecified)	-3	-12	2	3	-5	3	-2	-2	-0.3	-2.8
Cc1ccc(S(C)(=O)=O)cc1S(=O)(=O)Nc1cccc(Cl)c1	1	-1	22	-12	-3	1	-6	-10	-1.6	-1.5
N#CC1=C(N)N(c2ccccc2)C(c2cccc([N+](=O)[O-])c2)C1(C#N)C#N (stereo unspecified)	x	4	8	-2	-3	-1	-6	5	2.2	0.0
c1ccc(Cn2nnnc2-c2ccco2)cc1	-1	-12	-8	-5	x	1	3	2	1.1	-2.5
CN(Cc1ccccc1)c1ccc(C(CC(N)=O)NC(=O)Cc2cccc3ccccc23)cc1[N+](=O)[O-] (stereo unspecified)	-3	-12	0	3	-2	-4	-6	10	-0.5	-1.1
O=C1NN(c2cccc(Br)c2)C(=O)/C1=C\c1ccccc1	12	-7	-2	-3	-2	-4	-2	5	-5.4	x
CCCCNC(=S)NNC(=O)c1ccco1	-1	-1	4	-11	x	-4	-2	3	0.0	-0.2
Clc1ccc2nc(COc3ccccc3)[nH]c2c1	6	-6	12	5	-6	-11	-3	56	0.3	x

The closing 6 records of the section above open the next one:
SMILES	Wnt bcat act	dFosB activator	Rtt109 HAT inh	Tat export inh	CAL PDZ FP-1	cardiac RTF act	V-ATPase pH	MITF act	CDK5 inh	CAL PDZ FP-2
N#CC1=C(N)N(c2ccccc2)C(c2cccc([N+](=O)[O-])c2)C1(C#N)C#N (stereo unspecified)	x	4	8	-2	-3	-1	-6	5	2.2	0.0
c1ccc(Cn2nnnc2-c2ccco2)cc1	-1	-12	-8	-5	x	1	3	2	1.1	-2.5
CN(Cc1ccccc1)c1ccc(C(CC(N)=O)NC(=O)Cc2cccc3ccccc23)cc1[N+](=O)[O-] (stereo unspecified)	-3	-12	0	3	-2	-4	-6	10	-0.5	-1.1
O=C1NN(c2cccc(Br)c2)C(=O)/C1=C\c1ccccc1	12	-7	-2	-3	-2	-4	-2	5	-5.4	x
CCCCNC(=S)NNC(=O)c1ccco1	-1	-1	4	-11	x	-4	-2	3	0.0	-0.2
Clc1ccc2nc(COc3ccccc3)[nH]c2c1	6	-6	12	5	-6	-11	-3	56	0.3	x
CC1=NN(c2ccc(S(=O)(=O)O)cc2C)C(=O)C1	-1	-2	7	-5	-2	1	1	0	-1.4	-1.6
O=C(Nc1ccc(Cl)cc1)Nn1cnnc1	-3	6	-3	5	x	0	5	-4	0.3	1.0
O=C1CCCN1c1ccc(C(=O)N(Cc2nnc(-c3ccc(Cl)cc3)o2)C2CC2)cc1	3	-6	-4	7	10	-9	1	-1	1.1	0.1
CN(CC(=O)Nc1ccc(Cl)cc1)C(=O)COc1ncnc2ccccc12	-1	7	1	-4	0	-2	-3	1	0.8	1.4
CC(C)(C)c1ccccc1NC(=O)Cn1cnc2cc([N+](=O)[O-])ccc2c1=O	-1	-11	1	7	2	3	-3	-1	-0.7	-2.6
O=C(Nc1c(-c2ccccc2)nc2ccc(Cl)cn12)c1cccs1	x	11	-5	8	-4	-2	0	3	-0.6	-0.1
CN(Cc1cccs1)C(=O)COc1cccc(-n2cnnn2)c1	-5	3	-14	-3	-2	-1	-1	-3	-0.8	-1.0
CCCC1S/C(=N/N=C/c2ccc(C)cc2)N(Cc2ccc(OC)cc2)C1=O (stereo unspecified)	x	-8	-9	-10	0	-6	-1	x	1.4	-0.1
COc1ccc(C2=NS(=O)(=O)N(C)C(C(=O)N3CCOCC3)=C2)cc1OC	-2	3	1	2	x	5	0	3	2.3	-0.2
O=C1CCC(=O)c2oc3ccccc3c2N1	2	-1	12	10	-2	-8	-1	-5	1.3	-1.0
c1ccc(-c2cc(NCCN3CCCCC3)c3ccccc3n2)cc1	0	8	0	-7	-3	0	-4	-49	0.3	-4.6
Cc1ccc2nc(-c3ccc(NC(=O)C(C)Sc4nncs4)cc3)sc2c1 (stereo unspecified)	u	-7	-10	0	-10	-1	0	25	0.8	-9.4
CCN(CC)CCNC(=O)Cn1nc(-c2ccc(C)cc2)ccc1=O	x	-3	7	2	-3	-4	2	-11	1.3	-1.7
O=C(O)c1ccc(CS(=O)(=O)c2c(Cl)cccc2Cl)o1	0	3	12	6	2	-1	-2	6	-1.2	0.1
Clc1ccc(SCCn2ccnc2)cc1	x	2	-8	0	1	5	0	-1	1.6	1.1
Cc1ccccc1Nc1nc(-c2cccnc2)nc2ccccc12	-3	-20	7	0	x	-1	2	-6	0.4	-12
O=C(CSc1nnc(CNc2ccc(Cl)cc2)o1)Nc1nc2c(s1)CCCC2	x	-13	0	-1	-7	0	1	x	-0.9	-0.1
COc1cccc2cc(C(C)N(CCCN3CCOCC3)C(=S)Nc3ccc(C)cc3)oc12 (stereo unspecified)	1	-12	22	7	12	3	-5	-5	0.8	-3.2
COc1ccc(/C=N/NC(=O)c2ccn[nH]2)cc1COc1ccc(F)cc1	1	-31	43	3	-3	-6	7	-2	-1.0	-1.6
O=C(CC1Sc2ccccc2NC1=O)OC(C(=O)NCCc1ccccc1)c1cccnc1 (stereo unspecified)	x	-7	5	6	-1	3	-1	0	0.7	-0.5
CCCN(C(=O)c1cc(S(=O)(=O)N2CCN(CC)CC2)ccc1Cl)C1CCS(=O)(=O)C1 (stereo unspecified)	2	-11	0	-6	x	3	-1	5	-2.2	-1.2
Cc1cccc(NC(=O)C23CCC(C)(C2Br)C3(C)C)c1 (stereo unspecified)	-7	-2	6	6	-2	4	-1	x	-0.3	x
CCCCc1ccc(NC(=O)CN2C(=O)NC(Cc3ccccc3)C2=O)cc1 (stereo unspecified)	-1	-6	2	-7	-1	-16	11	9	-0.3	-1.2
CCOc1nc(SCCOc2ccccc2)nc(N(C)C)n1	5	1	10	7	1	-11	-1	12	-0.4	-3.0
CC(C)CC(NC(=O)C(NC(=O)C1CCC(=O)N1C(=O)OCc1ccccc1)C(C)C)C(=O)N1CCCC1C(N)=O (stereo unspecified)	0	-5	6	10	-5	-4	-2	x	-5.0	-1.3
(next part)
SMILES	Wnt bcat act	dFosB activator	Rtt109 HAT inh	Tat export inh	CAL PDZ FP-1	cardiac RTF act	V-ATPase pH	MITF act	CDK5 inh	CAL PDZ FP-2
Cc1sc2ncnc(N/N=C/c3ccc(O)cc3)c2c1C	17	-11	13	7	-3	-12	4	16	-3.8	-3.3
COc1cccc2c(=S)c(CCC(C)=O)c(C)[nH]c12	8	-6	2	-1	-3	3	2	7	-0.9	-0.2
C[C@@]12C(=O)N(Cc3ccccc3)CC(=O)N1[C@H]1c3ccccc3OC[C@@H]1[C@@H]2c1ccccc1	-2	-6	1	-4	-4	2	0	12	-0.2	-1.6
Cc1cccc(C)c1OC(=O)CCN1C(=O)C2C3C=CC(C4CC34)C2C1=O (stereo unspecified)	-4	-10	2	3	-1	-4	3	6	-0.8	-1.8
CC1C(=O)N(Cc2ccc([N+](=O)[O-])cc2)c2ccccc2N1C(=O)c1c(F)cccc1F (stereo unspecified)	1	-11	4	-4	-4	-9	2	3	2.5	-0.8
Cc1ccc(O)c(C2=Nc3ccccc3N=C(c3cccs3)C2)c1	x	4	-3	-9	2	-4	-2	0	-0.7	-0.5

Three entries already listed, arranged by the number in dFosB activator, descending:
SMILES	Wnt bcat act	dFosB activator	Rtt109 HAT inh	Tat export inh	CAL PDZ FP-1	cardiac RTF act	V-ATPase pH	MITF act	CDK5 inh	CAL PDZ FP-2
O=C(Nc1ccc(Cl)cc1)Nn1cnnc1	-3	6	-3	5	x	0	5	-4	0.3	1.0
O=C(O)c1ccc(CS(=O)(=O)c2c(Cl)cccc2Cl)o1	0	3	12	6	2	-1	-2	6	-1.2	0.1
O=C1CCCN1c1ccc(C(=O)N(Cc2nnc(-c3ccc(Cl)cc3)o2)C2CC2)cc1	3	-6	-4	7	10	-9	1	-1	1.1	0.1

Random draw from the library; overall some 4.1% were active at least once.
